KCNH2 WT inh: inhibitors of human wildtype KCNH2 potassium channel | hit rate 0.37% among 340,000 | Q12809 | U2OS, BacMam KCNH2, thallium flux FluxOr; hits give low values | activity change, % at 1.84 µM;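 active = maximum activity change below -70%; inconclusive = maximum activity change between -70% and -50%; inactive = maximum activity change above -50%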
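U2OS cells were transduced with wild-type KCNH2 virus (2.03 x 10^8 / mL) for 4 h at room temperature, then cultured overnight at 37 C. Thallium flux was read with FluxOr dye. Rate constants were normalized to DMSO controls.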
Giardia killer: Giardia lamblia killing | hit rate 0.15% among 340,000 | activity change, % at 7.66 µM, hits read low | Giardia lamblia trophozoite viability; in the data active = activity change below about -80%; inconclusive = between about -30% and that limit;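 also: parasites exposed to compound for two days anaerobically before the ATP read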
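Trophozoites 100 cells/well + cpd; 48 hrs, 37 deg C, anaerobic. ATPLite 1-Step added, 15-30 min RT, luminescence read (ATP-based viability).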
USP2a inh: USP2a (human) protease inhibition. USP2 core, Ub-CHOP2 coupled fluorogenic reporter, 485/531. hit rate 0.01% among 330,000. O75604. Potency, µM (highest dose often 38.3 µM), without a hit: top-dose activity change, negative = inhibition, most hits filed as inhibitors;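 also: potency is read from the fitted curve at half-maximal effect; plate controls were DMSO wells for no effect and full inhibition by NEM control for full effect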
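Deubiquitinase activity read as fluorescence (485/531 nm) after Ub-CHOP2 cleavage activates the enterokinase reporter on its substrate; USP2 core 10nM, Ub-CHOP2 and substrate 25nM each, 30min compound preincubation then 60min RT; data normalized to NEM, curves fitted.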
KCNH2 3.1 inh: inhibitors of human KCNH2 3.1 potassium channel isoform; hit rate 0.95% among 340,000; activity change, % (tested at about 1.8 µM); AID 720553; U2OS KCNH2 3.1, thallium flux FluxOr; hits give low values;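 active = maximum activity change below -70%; inconclusive = maximum activity change from -70% to -50%; inactive = maximum activity change above -50%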;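 also: thallium influx rate constant from kinetic fluorescence after stimulation buffer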
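Thallium flux read-out: FluxOr dye with Red40 quencher in HBSS/HEPES, 45 min at RT. Rate constants from kinetic reads were normalized to positive and negative DMSO controls. Cells: U2OS virally expressing the 3.1 isoform.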
PKM2 activator: PKM2 (human) enzyme activation; P14618; purified PKM2, Kinase-Glo ATP luminescence, activation; response scale: 0% is enzyme alone, no compound; Potency, µM (top dose mostly 57.5 µM), without a hit: top-dose activation, most hits filed as activators; hit rate 0.34% among 260,000; AID 1631; also: potency is read from the fitted curve at half-maximal effect; nearly all actives have a fitted effect of over 55% in size
Target sequence (P14618 whole entry, looked up): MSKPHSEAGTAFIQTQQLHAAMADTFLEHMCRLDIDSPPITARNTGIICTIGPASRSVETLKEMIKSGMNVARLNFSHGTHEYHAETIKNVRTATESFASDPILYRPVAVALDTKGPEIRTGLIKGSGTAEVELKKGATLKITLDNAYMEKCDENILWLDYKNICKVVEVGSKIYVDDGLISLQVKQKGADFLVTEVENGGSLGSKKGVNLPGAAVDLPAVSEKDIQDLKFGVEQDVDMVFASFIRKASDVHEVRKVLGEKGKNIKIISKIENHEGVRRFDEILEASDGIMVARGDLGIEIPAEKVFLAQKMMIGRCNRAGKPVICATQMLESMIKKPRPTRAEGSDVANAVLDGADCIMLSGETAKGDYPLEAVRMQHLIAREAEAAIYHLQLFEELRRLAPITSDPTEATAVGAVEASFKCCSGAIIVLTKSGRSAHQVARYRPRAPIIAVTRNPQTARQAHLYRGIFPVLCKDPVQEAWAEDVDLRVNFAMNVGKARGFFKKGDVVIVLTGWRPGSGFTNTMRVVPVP
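hPK-M2, >95% pure; 0.1 mM ADP / 0.5 mM PEP final; imidazole pH7.2 buffer w/ 7 mM MgCl2, 50 mM KCl; 1 h RT; Kinase-Glo lum. Intermediate enzyme activity for dual inhibitor/activator qHTS.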
Eya2 inh: Eya2 (human) phosphatase inhibition; O00167; recombinant Eya2, OMFP fluorescence dephosphorylation (OMFP is methylfluorescein phosphate); Potency, µM (highest dose often 76.9 µM), for inactives: at the highest dose activity, negative = inhibition, usual class: inhibitors; hit rate 0.006% among 330,000; AID 488837; also: potency is read from the fitted curve at half-maximal effect
Target sequence (O00167 whole entry, looked up): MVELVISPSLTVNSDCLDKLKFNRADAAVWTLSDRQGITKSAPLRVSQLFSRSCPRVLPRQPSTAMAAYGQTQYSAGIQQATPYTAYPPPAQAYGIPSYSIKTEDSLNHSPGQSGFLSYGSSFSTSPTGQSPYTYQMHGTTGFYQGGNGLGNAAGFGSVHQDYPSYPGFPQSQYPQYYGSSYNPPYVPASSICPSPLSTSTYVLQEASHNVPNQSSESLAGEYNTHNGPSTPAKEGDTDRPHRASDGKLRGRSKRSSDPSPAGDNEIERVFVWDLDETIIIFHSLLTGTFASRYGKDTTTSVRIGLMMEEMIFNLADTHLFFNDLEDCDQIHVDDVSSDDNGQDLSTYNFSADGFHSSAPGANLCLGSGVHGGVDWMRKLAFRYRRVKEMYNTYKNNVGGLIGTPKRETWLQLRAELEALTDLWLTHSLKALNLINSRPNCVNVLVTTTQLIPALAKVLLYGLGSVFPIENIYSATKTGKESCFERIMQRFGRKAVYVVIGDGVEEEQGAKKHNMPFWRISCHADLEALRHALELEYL
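Eya2 protein (added as 0.2 uM solution) was preincubated with compound for 10 min at ambient temperature in 50 mM HEPES pH 7.5, 50 mM NaCl, 5 uM MgCl2, 0.05% BSA, 1 mM DTT. OMFP (added at 50 uM) then reacted 10 min; fluorescence read at 485/525 nm.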
uPA surface inh: blocks generation of uPA at the cell surface | cell surface uPA generation assay, qHTS | Potency, µM (top dose mostly 38.3 µM), for inactives: at the highest dose activity change, negative = inhibition, hits mostly inhibitors | hit rate 0.31% among 330,000 | AID 540303; active = well fitted inhibition curve with a large enough effect; inconclusive = small, poorly fitted or top-dose-only effect; inactive = no such curve, though single readings can be large or run the other way; tested in mouse RAW 264.7 cells; also: potency is read from the fitted curve at half-maximal effect; nearly all actives have a fitted effect of over 55% in size
GALK inhibitor: galactokinase (human) inhibition; Purified GALK, Kinase-Glo residual ATP luminescence; AID 1868; hit rate 0.007% among 270,000; Potency, µM (top dose mostly 57.5 µM), for inactives: at the top dose activity change, negative = inhibition, most hits filed as inhibitors; also: potency is read from the fitted curve at half-maximal effect
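The enzyme phosphorylates galactose (100 uM) using ATP (35 uM); inhibition is detected as higher residual ATP, quantified by bioluminescence after 1 h reaction at room temperature, pH 8.0.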
B2AR arrestin: beta2AR (human) beta-arrestin recruitment activity | P07550 | beta-arrestin recruitment to beta2AR, cell-based reporter | Potency, µM (series often up to 46.1 µM), inactives show at the top dose activation, usual class: activators | hit rate 0.02% among 330,000;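 also: potency is read from the fitted curve at half-maximal effect; 0% = DMSO controls and full agonism = EC100 isoproterenol or metaproterenol; nearly all actives have a fitted effect of over 65% in size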
BCR signal inh: chronic active BCR signaling inhibition; hit rate 0.05% among 340,000; ABC-DLBCL IkBa-CBG/CBR reporter, luminescence ratio, 4 h; Potency, µM (top dose mostly 46.1 µM), for the others: at the highest dose ratio change, negative = lower green/red ratio, usual class: inhibitors; active = well fitted inhibition curve with a large enough effect in the signal ratio, with a control signal flat, not every such curve was filed as active; inconclusive = small, poorly fitted or top-dose-only effect, or effect the other way, or a change in a side signal; the % refers to the signal ratio;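 also: potency is read from the fitted curve at half-maximal effect; plate controls were basal doxycycline-induced cells for no effect and cells given 10 µM MG132 for full effect; MG132 reads +100%, hits lower the ratio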
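Compounds up to 46 uM were incubated four hours with TMD8 cells whose green CBG68 luciferase is fused to IkappaBalpha; red CBR luminescence normalised the signal, and concentration-effect curves were fitted to fusion, red and ratio data.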
Coupling enz: coupling enzyme interference in Giardia aldolase counter-screen | coupling enzyme system counterscreen, AmpLite Red fluorescence | activity change, negative = inhibition, % at 58.2 µM, hits read low | hit rate 0.67% among 290,000; in the data active = activity change below about -30%
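Counterscreen of the coupled detection system alone, without aldolase: glyceraldehyde-3-phosphate coupling enzymes plus AmpLite Red readout. Compounds at 57.5 uM final, 10 min RT preincubation, 20 min RT reaction, fluorescence 525/598 nm.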
* = called active by the depositor; i = inactive; ? = inconclusive; . = no result given; [ ] = dose if it differs, or a comment. Unless noted, calls follow the shape of the dose curve; as a rule, active = well fitted curve in the direction sought with a large enough effect; inconclusive = small, poorly fitted or top-dose-only effect, or another doubt; inactive = no such curve, though single readings can be large; an effect the other way counts as inactive or inconclusive. Unless noted, % is scaled to controls: 0 for no effect and ±100 for the full control effect.

No.	structure	KCNH2 WT inh	Giardia killer	USP2a inh	KCNH2 3.1 inh	PKM2 activator	Eya2 inh	uPA surface inh	GALK inhibitor	B2AR arrestin	BCR signal inh	Coupling enz
1	CCCCCOc1ccccc1C(=O)NCCCC(=O)O	10	24	4%	2	-4%	2%	-2%	4%	-0.5%	5%	0
2	O=c1nc2ccccc2c2n1CC(CN1CCN(c3cccc(Cl)c3)CC1)N2 (configuration not stated)	-19	-7	1%	5	-1%	11%	17%	-1%	-0.4%	-6%	2
3	Cc1cccc(N2CC(C(=O)Nc3nccs3)CC2=O)c1C (configuration not stated)	-5	12	2%	11	.	-1%	1%	4%	-0.5%	1%	2
4	O=C(CC1CCCCC1)Nc1ncn[nH]1	5	-14	3%	-1	-1%	-13%	14%	-2%	0.0%	0%	2
5	Cc1ccc(-c2nnc(-c3ccccc3Br)o2)cc1	-4	?	0%	-12	-5%	0%	-12%	1%	-0.2%	?	-5
6	CCOC(=O)C(NC(=O)c1ccccc1)(OCc1ccc(F)cc1)C(F)(F)F (configuration not stated)	1	12	1%	-4	3%	-2%	4%	2%	-0.2%	-1%	-2
7	Cc1ccc2c(c1)C1CC(C)(O2)N(c2cccc(C(=O)N3CCN(c4ccccn4)CC3)c2)C(=O)N1 (configuration not stated)	2	48[activator]	-1%	-14	.	-6%	5%	-6%	0.3%	?	.
8	C/C(CC(=O)Nc1ccc(N(C)C)cc1)=N\NC(=O)c1ccc([N+](=O)[O-])cc1	13	-10	0%	1	1%[11.5 µM]	3%	2%	5%	-0.5%	1%	0
9	CN1C(=O)/C(=C/C=C2\SCCN2C)SC1=S	.	.	13%	.	-19%	1%	.	-1%	-0.2%	?	-1
10	Cc1cccc(C(=O)NC2CCN(CC(=O)N3CCOCC3)CC2)c1	0	4	0%	-28	4%	-4%	-1%	1%	-1.7%	0%	-1
11	CCCC1(c2ccccc2)NC(=O)N(CC(=O)Nc2cc(C)ccc2OC)C1=O (configuration not stated)	-5	10	-1%	2	10%	-4%	3%	3%	-0.9%	11%	3
12	CC(=O)NC(CCS(C)(=O)=O)C(=O)Nc1cccc2ccccc12 (configuration not stated)	-5	-4	1%	-2	-1%	-10%	5%	-1%	-0.6%	0%	-8
13	COc1ccc(N(CC(C)C)S(=O)(=O)c2nnc(NC(=O)c3ccco3)s2)cc1	0	-28	0%	16	.	-2%	-23%	5%	0.1%	13%	.
14	C=C(C)c1nc2cc(OC)c(OC)cc2c(=O)o1	-5	15	-1%	-5	6%	-37%	-8%	-2%	-0.1%	?	1
15	Cc1ccc(C(=O)Nc2ccnc(-c3ccncc3)n2)cc1	-8	-1	-14%	-4	2%	-3%	-2%	0%	-0.9%	?	-1
16	CC(C)(C)OC(=O)N1CCCN(C(=O)Nc2cccc(Cl)c2)CC1	1	-3	-1%	11	-3%	8%	3%	6%	-0.7%	1%	2
17	CCc1nnc(NS(=O)(=O)c2ccc(N=CC3=C(O)CC(C)(C)CC3=O)cc2)s1	9	14	1%	.	1%	-8%	-2%	1%	0.2%	-4%	4
18	CC(C)(C)NC(=O)C[C@H]1C[C@H](C(=O)N2CCOCC2)[C@@]2(CCC3CCCC3)c3[nH]c4ccc(Cl)cc4c3CCN2C1=O	-13	-26	-15%	-34	.	-16%	?	.	0.0%	?	.
19	O=C(N/N=C/c1ccoc1)c1ccccc1O	-9	7	-1%	-8	-8%	3%	6%	-5%	0.3%	?	.
20	C=CCn1c(SCC(=O)NC2CCS(=O)(=O)C2)nnc1-c1ccc(Cl)cc1 (configuration not stated)	9	-12	0%	-7	.	2%	2%	.	-0.9%	-9%	.
21	Cc1cc(N2C(=O)C(O)=C(C(=O)c3cccs3)C2c2ccc(F)cc2)no1 (configuration not stated)	2	-9	3%	6	2%	5%	3%	-3%	0.1%	?	6
22	C[C@]12C=CC(=O)C=C1CC[C@@H]1C2[C@@H](O)C[C@@]2(C)C1CC[C@]2(O)C(=O)COC(=O)CCC(=O)O (some centres not stated)	3	-4	7%	3	.	-1%	-1%	-2%	-1.0%	?	2
23	CCn1c(O)c2ccc(C(=O)N=NC(=O)c3ccccc3)cc2c1O	2	6	-2%	5	1%	-2%	-1%	-2%	-0.8%	?	3
24	COc1cc2c(cc1OC)CN(C(=O)CCC(=O)c1ccc(F)cc1)CC2	0	8	1%	3	.	-14%	?	.	0.3%	-3%	.
25	CCc1ccccc1N(CC)C(=O)c1cn(CC)c(=O)c2cc(OC)c(OC)cc12	-5	-9	-6%	10	-9%	-14%	4%	3%	1.1%	?	0
26	CCOc1ccccc1NC(=O)[C@@H](NC(=O)c1ccccc1F)C(C)C	0	-2	1%	-27	3%	0%	-5%	0%	-0.5%	0%	0
27	Cc1cccc(N(Cc2ccccc2)C(=O)c2ccc(CS(C)(=O)=O)cc2)c1	28	-3	-3%	17	0%	-4%	4%	-2%	0.0%	-2%	.
28	CC(NC(=O)CSc1cccc(C(F)(F)F)c1)c1ccccc1 (configuration not stated)	.	-2	1%	-3	-19%	-2%	-2%	3%	-4.3%	?	2
29	O=C(NCc1ccc2c(c1)OCO2)c1cccs1	11	-10	-2%	10	3%	1%	.	-2%	-0.3%	-2%	-1
30	COc1ccc(-c2nnn(CC(=O)N(CCCN3CCOCC3)C(C(=O)NC3CCCC3)c3ccco3)n2)cc1 (configuration not stated)	42	2	2%	2	-7%	-1%	-10%	1%	0.3%	4%	2
31	COCC(C)NC(=O)CSc1nc2nn(-c3ccccc3)c(=O)c-2c2n1CCCCC2 (configuration not stated)	-4	10	-1%	9	0%	4%	-1%	10%	-1.1%	3%	2
32	COCc1nnc(NC(=O)CCc2ccc(OC)cc2)s1	-8	-14	0%	-15	1%	-6%	1%	3%	4.8%	2%	0
33	Cc1ccc(S(=O)(=O)NCC(=O)N(CC(=O)NCc2ccccc2)CC2CCCO2)cc1 (configuration not stated)	-21	?	3%	-23	-3%	28%	0%	1%	-0.1%	?	3
34	CCCCNC(=O)n1c(=O)oc2ccc(Cl)cc21	-8	1	1%	6	-1%	6%	0%	1%	-0.3%	5%	0
35	Cn1c2ccccc2c2nnc(SCC(=O)Nc3cccc(C(=O)O)c3)nc21	-4	6	7%	2	.	3%	-7%	-7%	3.6%	1%	9
36	Cn1cccc/c1=N\c1cccc[n+]1C	10	-7	3%	5	-5%	18%	?	-1%	0.5%	?	2
37	CCOC(=O)c1sc(NC(=O)CSc2nnc(Cc3ccccc3)o2)c(C(=O)OCC)c1C	-2	-7	0%	-4	-4%	-3%	.	3%	0.2%	?	0
38	O=C(CSc1nnc2ccc(-c3ccncc3)nn12)N1CCCCC1	2	2	1%	-1	7%	2%	4%	0%	0.2%	?	0
39	COC(=O)c1cccc(C(=O)N2CCC(CCC(=O)NCc3ccc(F)cc3)CC2)c1	-7	-5	1%	-2	.	3%	-7%	-3%	-1.2%	4%	-1
40	COc1cc(/C=C/C(=O)O)ccc1OCc1cnc(Cl)s1	-10	4	3%	19	21%	8%	5%	1%	0.1%	0%	4
41	O=C(CNC(=O)c1ccncc1)N/N=C/c1ccccn1	-4	0	8%	-4	7%	-1%	6%	-5%	-0.1%	-5%	-2
42	CCOC(=O)C1C(=O)NC(c2ccccc2)=NC1c1ccc(OC)cc1 (configuration not stated)	i	12	-2%	-12	-10%	15%	1%	-1%	0.0%	-2%	0
43	CCn1cc(C(=O)N2CCN(C(=O)c3ccco3)CC2)c2cc(OC)c(OC)cc2c1=O	-4	-21	2%	9	7%	-3%	2%	2%	0.6%	?	1
44	S=c1nc(-c2ccc(Br)cc2)[nH]c2ccccc12	-141*	1	0%	31	-3%	-3%	2%	-1%	0.1%	1%	2
45	CCOC(=O)Cc1c(C)nc2c(-c3cccc(Br)c3)cnn2c1C	-2	18	0%	0	0%	2%	2%	1%	-0.2%	-6%	0
46	Cc1cccc(C)c1-n1c(C)nn(Cc2ccc([N+](=O)[O-])cc2)c1=O	-2	1	-1%	4	-8%	-2%	-1%	7%	-0.1%	0%	0
47	O=c1/c(=C/c2ccco2)sc2nc(-c3ccccc3Br)nn12	-10	8	-3%	16	-8%	5%	6%	1%	-1.0%	4%	-1
48	CCC1(CC)Cc2ccccc2-c2nc(CCl)[nH]c(=O)c21	-12	17	-1%	8	0%[11.5 µM]	-2%	?	-5%	-0.2%	-5%	-11
49	c1cncc(CSc2nnc3ccc(-c4cccs4)nn23)c1	-6	0	-9%	18	25µM*	5%	0%	0%	-0.2%	?	0
50	COc1ccc(Cl)cc1NC(=O)CN(C)C(=O)Cn1c(=O)oc2ccccc21	-15	-7	1%	1	.	-1%	13%	.	-0.9%	-13%	.

Screens as filed in PubChem.
